# Source: PubChem BioAssay
# PV pol inh – inhibitors of poliovirus RNA polymerase binding and polymerization; poliovirus polymerase elongation, fluorescence polarization; active compounds read low; % elongation, % (compound at 16.7 µg/mL); 0.66% of 150,000 active; P03300; in the data active means % elongation below about 90%; further: some results filed as inactive read as strong as hits
# Target sequence (P03300 1749-2209 limits assumed): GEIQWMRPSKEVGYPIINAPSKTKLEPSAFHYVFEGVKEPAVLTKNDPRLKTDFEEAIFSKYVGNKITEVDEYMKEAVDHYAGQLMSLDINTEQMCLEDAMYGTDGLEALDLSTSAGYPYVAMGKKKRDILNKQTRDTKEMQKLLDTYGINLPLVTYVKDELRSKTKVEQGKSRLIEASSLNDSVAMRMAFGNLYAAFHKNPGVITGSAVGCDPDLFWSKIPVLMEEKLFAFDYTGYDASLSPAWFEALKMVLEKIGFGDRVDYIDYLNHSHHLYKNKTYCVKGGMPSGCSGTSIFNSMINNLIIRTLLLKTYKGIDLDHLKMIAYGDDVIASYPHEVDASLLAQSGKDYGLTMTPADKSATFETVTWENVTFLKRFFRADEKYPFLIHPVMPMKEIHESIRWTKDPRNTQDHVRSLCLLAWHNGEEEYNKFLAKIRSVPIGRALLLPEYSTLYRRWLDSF
# PV pol inh FP z-score – second read-out of PV pol inh, no call of its own (marks repeat the call); z-score; measured here: FP z-score; hits read low
# The depositor's hits bear a star. An excerpt; count on the stated rates, not on these rows.
SMILES,PV pol inh,PV pol inh FP z-score
O=C(c1ccccc1)C1CN(CC2CCCO2)CCC1(O)c1ccccc1 (centres undefined),102.0,0.3
Cc1cc(C)n2nc(CC(=O)NCc3ccccc3Cl)nc2n1,101.0,-0.1
CC(=O)OCN1CCN(COC(C)=O)C1=O,103.0,0.1
CC(C)C(NC(=O)OCc1ccccc1)C(=O)N1CCOCCOCCOCC1 (centres undefined),104.0,0.7
CCCSc1n[nH]c(-c2ccc(C)cc2)n1,98.0,-0.5
CN(C)c1cccc(C(=O)Nc2cc(C(F)(F)F)ccc2-n2ccnc2)c1,101.0,0
Clc1ccccc1N=C/C=C1\NN=NC1c1ccc(Br)cc1 (centres undefined),103.0,-0.1
Cc1ccc(S(=O)(=O)N2CCN(Cn3nc(C)sc3=S)CC2)c(C)c1,106.0,0.3
CC(=O)Nc1c(NC(C)(C)C)c2ccccc2oc1=O,105.0,1
O=C(O)CNC(=O)Nc1ccccc1,101.0,0.1
Cc1nc(COC(=O)c2ccc3c(=O)n4c(nc3c2)CCCCC4)cs1,97.0,-0.5
O=C(Nc1ccccc1)c1cccc(S(=O)(=O)N2CCCCC2)c1,102.0,0.2
COC(=O)COc1ccc(Oc2nc(NC(C)(C)C)nc(N(C)C)n2)nn1,101.0,-1.3
COc1ccc2nc(N=C(N)N)nc(C)c2c1,65.0*,-4.5*
C1=C(c2ccccc2)CC(c2ccccc2)=NN=C1c1ccccc1,106.0,0.4
CC(C)Oc1ccc(C(=O)NCC(c2ccc(N(C)C)cc2)N2CCCC2)cc1 (centres undefined),105.0,0
CCN1C(=O)c2ccccc2S(=O)(=O)c2ccc(C(=O)NCc3ccc(C)cc3)cc21,103.0,-0.3
c1ccc(-c2noc(NCCN3CCOCC3)n2)cc1,104.0,1.9
C=C1C(C(=O)N2CCN(Cc3ccccc3)CC2)C1C(=O)N1CCN(Cc2ccccc2)CC1 (centres undefined),102.0,0
Cc1ccnc(NC(=O)c2cccs2)c1,98.0,-0.5
CC(C)(C)NC(=O)CN1CCN(CC(N)=S)CC1,108.0,0.5
CC(C)c1ccc(C(=O)Nc2ccc(-c3nc4ccccc4s3)c(Cl)c2)cc1,100.0,-0.3
O=C(c1ccc(CNS(=O)(=O)c2ccc(F)c(Cl)c2)cc1)N1CCOCC1,100.0,-0.5
CCn1c(=S)[nH]c2cc(C(=O)O)ccc2c1=O,101.0,-0.1
Cc1cccc(C)c1NC(=O)C(C)N (centres undefined),96.0,-2.1
CSC(=NC(=O)c1c(Cl)cccc1Cl)N1CCCC1,99.0,-0.6
Fc1cccc(Cl)c1CN1CCNCC1,105.0,0.2
Cc1ccc(O)cc1,100.0,0.1
CCCCn1ncc(O)c(Cl)c1=O,100.0,0
Cc1ccc2nc(COc3cccc(NC(=O)c4cccc(Cl)c4)c3)cc(=O)n2c1,106.0,0
CN(C)C(=O)Oc1ccnc2cc(Cl)ccc12,100.0,0
CCN(C(=O)Cc1nc(-c2ccc(OC)cc2)no1)c1cccc(Cl)c1,106.0,0
Cc1oc(-c2ccccc2)nc1CS(=O)CC(=O)N(C)Cc1ccccc1 (centres undefined),102.0,0.1
COc1ccc(NC(=O)Cn2c3ncccc3c(=O)n2-c2ccc(C)c(C)c2)c(OC)c1,104.0,-0.2
C=CCOc1ccccc1OCC(O)CNC(C)C (centres undefined),99.0,-0.3
O=C(COC(=O)Cc1cccc(C(F)(F)F)c1)NCc1ccco1,103.0,0.5
COc1cccc(/C=C/c2nc3ccccc3c(=O)n2-c2ccc(C)c(C)c2)c1OC,114.0,1.4
Cc1ccc(CNC(=O)c2cnn(-c3ccc(F)cc3F)c2C2CCN(C(=O)OC(C)(C)C)CC2)cc1,107.0,0.2
Clc1ccc(-c2nnn3c2nc(Cl)c2ccccc23)cc1,99.0,-1
COc1ccc(/C=C2\SC(=NC3CCCC3)NC2=O)cc1,97.0,-0.7
O=C(Nc1ccccc1)c1ccc(Br)c(S(=O)(=O)N2CCCCC2)c1,114.0,1.6
O=C1/C(=C\c2ccccc2)N=C2SCCCCN12,105.0,0.1
CCCN(Cc1nnc(-c2ccco2)o1)C(=O)c1cccnc1SCc1c(C)noc1C,89.0*,-2*
CC(OC(=O)c1ccc2c(=O)n3c(nc2c1)CCCCC3)C(=O)Nc1ccc(Cl)cn1 (centres undefined),104.0,0.3
C=CCN(CC)C(=O)C1C(=O)CC(C)(C)CC1=O,103.0,0.4
COc1ccc(OC)c(-n2c(N)c(C#N)c3nc4ccccc4nc32)c1,111.0,0.9
COC(=O)c1cccnc1-n1c(=O)c2cccnc2n(CC(=O)Nc2cccc(C(F)(F)F)c2)c1=O,106.0,0.2
Cc1cccc(N2CCn3c2nc2c3c(=O)n(CCc3ccccc3)c(=O)n2C)c1,109.0,0.7
CCCCn1c(=O)c(CCC(=O)O)nc2ccccc21,103.0,0.5
COc1cccc(CSc2nc3ccncc3n2CC(=O)Nc2ccc(N(C)C)cc2)c1,100.0,-0.6

# Next section
SMILES,PV pol inh,PV pol inh FP z-score
CCCCN(CCCC)S(=O)(=O)c1ccc(NC(=O)c2c(-c3ccccc3)noc2C)cc1,103.0,-0.4
O=C(Nc1ccc2nc(SCC(=O)N3CCCC3)sc2c1)c1cccc(F)c1,108.0,0.3
CC(NC(N)=O)C1CC1 (centres undefined),96.0,-0.4
COc1ccc(Cl)cc1S(=O)(=O)NC(C)C,100.0,-0.7
CC(=O)N1CCN(C(=S)NC(=O)c2ccc(F)cc2)CC1,106.0,0.4
COc1cccc(CNC(=O)C(=O)Nc2c3c(nn2-c2ccccc2)CSC3)c1,106.0,0.1
O=c1nc(-c2ccc(Cl)cc2)nc(-c2ccc(Cl)cc2)[nH]1,102.0,0.4
CCc1cccc(CC)c1NC(=O)Cn1nnc2sc3c(c2c1=O)CCCC3,108.0,0.9
CC(=O)N1CC(C(=O)N(CC(=O)Nc2cccc(C)c2C)CC2CCCO2)Oc2ccccc21 (centres undefined),108.0,0.8
CCc1ccc(-c2nc3ccc(Br)cc3c(C(=O)O)c2C)s1,107.0,0.6
O=C(c1ccccc1)N(Nc1ccccc1)c1ccccc1,104.0,0.6
CC(=O)C1=C(c2ccc(C)cc2)N(C(C)=O)n2c(nnc2-c2ccccc2)S1,108.0,0.4
CCCCN(CC)CCCNC(=O)c1cn(C)c2ccc(S(=O)(=O)N(C)C3CCCCC3)cc2c1=O,103.0,-0.3
COC(=O)/C=C1\SC(N2N=C(c3ccco3)CC2c2ccc(OC)cc2)=NC1=O (centres undefined),105.0,0.3
CC(=O)N1CCN(C(=O)Cc2csc3nc(-c4ccc(Cl)cc4)cn23)CC1,100.0,-0.1
O=c1oc2c(ccc3ccccc32)c2c1SC(C(F)(F)F)C2 (centres undefined),103.0,0.3
COc1cc(C(=O)N2CCNC(=O)C2CC(=O)Nc2ccc(C)c(C)c2)cc(OC)c1OC (centres undefined),108.0,0.9
COCCCNC(=O)CCCCn1c(=O)c2ccccc2n(CC(=O)Nc2ccc(C)cc2C)c1=O,101.0,-1.4
Cc1ccc(-c2cc(N)n[nH]2)cc1,101.0,-0.5
CN(CCO)S(=O)(=O)c1ccc2c(c1)C(=NO)c1cc(S(=O)(=O)N(C)CCO)ccc1-2,102.0,0.2
O=C1OC/C(=C(\O)c2ccc(Cl)cc2)C1=O,101.0,-0.2
CCOc1ccc(C(CC(=O)O)NC(=O)c2c(-c3ccccc3)noc2C)cc1 (centres undefined),108.0,0.4
Cc1ccc(C(=O)OCC2OC(O)C(O)C2OC(=O)c2ccc(C)cc2)cc1 (centres undefined),106.0,0.4
CCOC(Cn1c(SCC(=O)NCCc2ccc(S(N)(=O)=O)cc2)nc2ccccc2c1=O)OCC,99.0,-1
CCc1ccc(S(=O)(=O)c2cn(C)c3cc(F)c(F)cc3c2=O)cc1,102.0,-0.7
Cc1ccc(SCC(=O)NCCN2C(=O)CSC2=O)c(C)c1,101.0,-0.4
COc1cccc(/C(O)=C/c2nc3ccc(C(=O)N4CCN(c5ccccn5)CC4)cc3[nH]c2=O)c1,94.0,-0.8
CCc1ccc(NC(=O)c2cc(CN3CCOCC3)on2)cc1,114.0,1.9
CC(C)c1ccccc1NC(=O)COC(=O)Cc1ccccc1F,102.0,0
CCc1ccc(NC(=O)CSc2cn(CC(=O)N3CCCC3)c3ccccc23)cc1,121.0,0.6

# In another format: entries from further up.
# Fields – PV pol inh	PV pol inh FP z-score
- CCN1C(=O)c2ccccc2S(=O)(=O)c2ccc(C(=O)NCc3ccc(C)cc3)cc21
  103.0	-0.3
- c1ccc(-c2noc(NCCN3CCOCC3)n2)cc1
  104.0	1.9
- C=C1C(C(=O)N2CCN(Cc3ccccc3)CC2)C1C(=O)N1CCN(Cc2ccccc2)CC1 (centres undefined)
  102.0	0
- Cc1ccnc(NC(=O)c2cccs2)c1
  98.0	-0.5
- CC(C)(C)NC(=O)CN1CCN(CC(N)=S)CC1
  108.0	0.5
- CC(C)c1ccc(C(=O)Nc2ccc(-c3nc4ccccc4s3)c(Cl)c2)cc1
  100.0	-0.3
- O=C(c1ccc(CNS(=O)(=O)c2ccc(F)c(Cl)c2)cc1)N1CCOCC1
  100.0	-0.5

# Next section
SMILES,PV pol inh,PV pol inh FP z-score
CCCOc1ccc(C(=O)N(Cc2ccc(N(C)C)cc2)CC2CCCO2)cc1 (centres undefined),108.0,0.1
Fc1ccccc1Nc1ncnc2c1nnn2Cc1ccccc1,105.0,0.5
Cc1ccc(C)c(NC(=O)C2CCCN(S(=O)(=O)c3c(C)noc3/C=C/N(C)C)C2)c1 (centres undefined),100.0,-1.3
O=C(O)CCn1ccc2cc(S(=O)(=O)N3CCCC3)ccc21,99.0,-0.9
CCc1ccccc1NC(=O)Cc1noc2ccccc12,102.0,-0.6
CCOc1cccc(/C=N/NC(=O)c2cccc(S(=O)(=O)N(CC)CC)c2)c1O,55.0,-5.8
OCC12CC3CCC(CC(C3)C1)C2,102.0,0.1
CCC1CCCCN1C1Sc2ccc(C(=O)OC)cc2NC1=O (centres undefined),99.0,-0.5
CCCN(CCC)C(=O)C(C)Sc1nc2ccccc2c(=O)n1C (centres undefined),105.0,0.9
COc1ccc(NC(=O)CSc2nc3ccncc3[nH]2)c(OC)c1,106.0,-0.4
CCOC(=O)N1CCC(NC(=O)c2cnn(-c3ccc(F)cc3F)c2C2CCN(C(=O)OC(C)(C)C)CC2)CC1,103.0,-0.6
N#C/C(=C/c1cn(Cc2ccccc2Cl)c2ccccc12)C(=O)Nc1cccc(Cl)c1,106.0,0.3
N#CCCN1N=C(c2ccccc2)/C(=C\c2cn(CCC#N)nc2-c2ccccc2)C1=O,105.0,-0.2
O=C(OC1CCCCC1=O)c1ccc(F)cc1Cl (centres undefined),106.0,0.4
Cc1ccc(NC(=O)CN(C)S(=O)(=O)c2ccc3c(c2)CCCC(=O)N3)cc1F,101.0,0.1
CC(C)(C)c1ccc(C(=O)N2CC(=O)Nc3ccc(F)cc3C2c2ccc(F)cc2)cc1 (centres undefined),103.0,-0.2
O=S(=O)(Nc1ccc(C(O)(C(F)(F)F)C(F)(F)F)cc1)c1ccccc1,103.0,0.3
O=C(Nc1ccccc1C(=O)OCc1nc2sc3c(c2c(=O)[nH]1)CCCC3)c1ccco1,116.0,2.4
Cc1cccc(N2CCN(CCCNc3ncnc4onc(C)c34)CC2C)c1 (centres undefined),103.0,0.1
CC1CC(C)CN(C(=O)CS(=O)(=O)c2ccccc2)C1 (centres undefined),104.0,1.2

# Brought forward from above: two compounds, then new ones.
SMILES,PV pol inh,PV pol inh FP z-score
Cc1cccc(N2CCN(CCCNc3ncnc4onc(C)c34)CC2C)c1 (centres undefined),103.0,0.1
CC1CC(C)CN(C(=O)CS(=O)(=O)c2ccccc2)C1 (centres undefined),104.0,1.2
O=C1c2ccccc2C(=O)N1CCCOc1ccccc1,101.0,0.1
COc1ccc(NC(=O)C2=C(C)Nc3ncnn3C2c2ccc[nH]2)cc1 (centres undefined),112.0,1.4
CCC(=O)N=c1sc2ccccc2n1C,104.0,0.6
CCOC(=O)c1ccc(NC(=O)c2ccc(C)cc2)cc1,101.0,-0.3
Clc1ccccc1/C=C/C=Nc1ccc(N2CCOCC2)cc1,100.0,-0.2
O=C(CSc1nnc(CNC(=O)c2ccccc2)n1-c1ccc(F)cc1)Nc1ccccc1F,99.0,-2.2
O=C(c1csc2c1CCCC2)N1CCOCC1,100.0,-0.8
Cc1cc(C)c(C(=O)N2CCCCC2C)c(C)c1 (centres undefined),102.0,-0.2
CC1(C)CC(=O)c2c(SCC(=O)NN)sc(C#N)c2C1,112.0,1.8
Cc1ccc(NC(=O)c2ccc(CNS(=O)(=O)c3ccc4c(c3)C(C)(C)C(=O)N4C)cc2)cc1C,115.0,0
CCC(C(=O)Nc1ccc(S(N)(=O)=O)cc1)c1ccccc1 (centres undefined),106.0,0.3
CCOC(=O)C1CCC(CN(Cc2ccc(Cl)cc2)S(=O)(=O)c2cc(Cl)cc(Cl)c2)CC1 (centres undefined),107.0,-0.3
CCCC(C)c1c(O)n(CC)c(=S)[nH]c1=O (centres undefined),100.0,0.2
CCCCCC(=O)Nc1ccc(Cc2ccncc2)cc1,103.0,0.2
CC(NC(=O)CCCc1cccs1)c1ccc(S(N)(=O)=O)cc1 (centres undefined),107.0,1
c1csc(CNc2ccc(-c3nc4ncccc4o3)cc2)c1,99.0,-1.1
CCn1c(C(=O)N2CCC(C(=O)N3CCN(c4cccc(C)c4C)CC3)CC2)cc2sccc21,104.0,-0.7
Cc1ccc(CCNC(=O)CSCc2nc(-c3ccc(C)cc3)oc2C)cc1,107.0,0.3
CCOC(=O)C1(C)C=C(Nc2ccc(C)cc2)C(=O)N1c1ccccc1 (centres undefined),118.0,1.2
CCc1ccc(NC(=O)[C@H](CSCc2ccccc2)N2Cc3ccccc3C2=O)cc1,104.0,-0.4
Cc1nc(SCC(=O)Nc2nsc(-c3ccc(C(C)(C)C)cc3)n2)c2c3c(sc2n1)CCCC3,106.0,0.2
Cc1cccc(C(=O)N2CCCc3ccccc32)c1,113.0,0.9
Cc1ccc(C(=O)Nc2nc3n(n2)C(c2ccccc2)C=C(c2ccccc2)N3)cc1 (centres undefined),107.0,0
COc1ccc(NC(=O)Cn2c(=O)oc3cc(S(=O)(=O)NC4CCCC4)ccc32)cc1OC,104.0,0
